# Compound activity deposited in PubChem by National Center for Advancing Translational Sciences (NCATS).
# Vif-APOBEC3F blk = Vif-A3F binding inhibition | HeLa A3F-eYFP + Vif (tagged APOBEC3F with the HIV-1 protein that degrades it), YFP fluorescence increase | Potency, µM (doses to about 46.1 µM), for inactives: at the top dose activity, negative = active | hit rate 0.2% among 390,000 | AID 602313; also: potency is read from the fitted curve at half-maximal effect; % of control where 0% means no effect; nearly all actives have a fitted effect of over 65% in size
#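 HeLa cells stably expressing Vif plus C-terminally eYFP-tagged A3F were seeded, incubated overnight at 37 deg C, dosed with compound, incubated overnight again at 37 deg C. Yellow fluorescence (Ex 488/Em 500-530) reported blocked Vif-mediated A3F-eYFP degradation.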
# RXFP1 ag = agonists of human relaxin receptor RXFP1 | Potency, µM (top dose mostly 57.5 µM), without a hit: at the highest dose activation, hits mostly activators | hit rate 0.3% among 370,000 | HEK293T-RXFP1 cAMP TR-FRET, 30 min; response scale: percent of porcine relaxin response, buffer zero | Q9HBX9; also: potency is read from the fitted curve at half-maximal effect; % is scaled to controls: 0 for no effect and ±100 for the full control effect; nearly all actives have a fitted effect of over 60% in size; many of its hits are not listed in these tables
#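 cAMP rise read by TR-FRET after 30 min, 37C compound exposure (up to 58 uM) in RXFP1-transfected HEK293 cells with Ro 20174 present. EC50 from Hill-equation fits, with 29 nM porcine relaxin as 100% and buffer as basal.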
# LDHA block = LDHA (human) enzyme inhibition | P00338 | purified LDHA, NADH/diaphorase-resazurin fluorescence; stronger effect = lower value | activity change, % (values are at about 110 or 230 µM) | hit rate 0.15% among 480,000; in the data active = activity change below about -30%; inconclusive = mostly about -25% to -30%;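 also: plate controls were DMSO wells for no effect and wells without enzyme for full effect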
#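 Enzyme activity of human lactate dehydrogenase 5 (2 nM; 0.06 mM NADH, 0.2 mM pyruvate, 5 min, RT) is measured via a resazurin/diaphorase fluorescence readout of residual NADH.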
# D1 ag = agonists of human D1 dopamine receptor. hit rate 1% among 360,000. P21728. HEK293 T-REx D1 cells, calcium flux, agonist mode. AID 504660. activation, % at 2 µM; in the data active = activation above about 30%; also: 0% is about no effect
# Target sequence (P21728 whole entry, looked up): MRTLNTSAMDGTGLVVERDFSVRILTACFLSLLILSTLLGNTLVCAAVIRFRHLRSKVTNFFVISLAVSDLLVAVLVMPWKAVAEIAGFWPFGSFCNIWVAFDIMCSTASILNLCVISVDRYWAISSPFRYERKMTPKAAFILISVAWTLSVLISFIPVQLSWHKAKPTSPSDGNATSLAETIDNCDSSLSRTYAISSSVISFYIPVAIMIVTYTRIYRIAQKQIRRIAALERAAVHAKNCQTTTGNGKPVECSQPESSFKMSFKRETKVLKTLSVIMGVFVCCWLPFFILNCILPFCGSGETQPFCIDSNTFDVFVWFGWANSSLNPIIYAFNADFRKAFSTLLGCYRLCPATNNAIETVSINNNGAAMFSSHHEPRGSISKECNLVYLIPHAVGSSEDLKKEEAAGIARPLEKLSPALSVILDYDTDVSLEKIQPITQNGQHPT
#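 Tetracycline-induced HEK293 TREx D1 cells, force-coupled to calcium signalling, were dye-loaded with a no-wash calcium kit. Compound was pin-added after a 10 s baseline. Fluorescence was read kinetically at 1 cycle/s for 180 s, with calcium rises flagged as agonism.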
# GRP78 ERSR act = inducers of ER stress response in human glioma cells; U87-MG GRP78 promoter luciferase reporter, 16 h; Potency, µM, inactives show at the top dose activation, actives largely listed as activators; hit rate 0.02% among 420,000; AID 602332; also: potency is read from the fitted curve at half-maximal effect; series mostly up to about 76 µM; % of control where 0% means no effect; nearly all actives have a fitted effect of over 35% in size
#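 Stably transfected U87-MG human glioma cells carrying a GRP78-based luminescent sensor were seeded at 1000 cells/well, pin-dosed with compounds and incubated 16 h. Luciferase reagent was then added, and end-point luminescence was read after 10 min at room temperature.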
# D2 PAM = D2 dopamine receptor (human) potentiation. P14416. HEK293 T-REx D2, calcium flux, EC20 dopamine potentiation. potentiation, % at 10 µM. hit rate 0.34% among 340,000. AID 485347;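 active = potentiation over 3 SD above the plate norm, cut at about 30% in these data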; also: 0% is about no effect
#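 Using a no-wash calcium dye in inducible, force-coupled HEK293 Trex cells expressing D2, we tracked fluorescence each second for 180 s after compound, then for 180 s after EC20 dopamine to detect augmented signalling.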
# Vif-APOBEC3G blk = blocks the Vif interaction with human APOBEC3G | Q9HC16 | HeLa A3G-eYFP + Vif (tagged APOBEC3G with the HIV-1 protein that degrades it), YFP fluorescence, overnight | Potency, µM (titrated, usually from 46.1 µM), inactives show at the highest dose activity, negative = active, hits mostly inhibitors | hit rate 0.076% among 410,000 | AID 602310;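 also: potency is read from the fitted curve at half-maximal effect; % is scaled to controls: 0 for no effect and ±100 for the full control effect; nearly all actives have a fitted effect of over 60% in size; hits raise eYFP signal because A3G escapes Vif-driven loss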
# Target sequence (Q9HC16 whole entry, looked up): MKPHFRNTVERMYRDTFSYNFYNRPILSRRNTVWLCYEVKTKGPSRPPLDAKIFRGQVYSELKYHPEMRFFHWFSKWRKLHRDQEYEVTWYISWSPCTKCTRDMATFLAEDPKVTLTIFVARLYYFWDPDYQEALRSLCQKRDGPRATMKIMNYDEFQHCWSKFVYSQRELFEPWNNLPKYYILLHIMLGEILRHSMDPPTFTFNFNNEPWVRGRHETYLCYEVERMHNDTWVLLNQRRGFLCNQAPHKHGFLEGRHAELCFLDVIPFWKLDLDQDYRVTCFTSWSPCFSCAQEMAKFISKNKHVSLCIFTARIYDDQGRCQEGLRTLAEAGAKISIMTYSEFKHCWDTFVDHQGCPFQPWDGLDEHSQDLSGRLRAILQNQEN
#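 HeLa cells stably expressing Vif and C-terminally eYFP-tagged A3G, seeded overnight at 37 deg C, then exposed to compound by pintool overnight at 37 deg C. Rise in yellow fluorescence (Ex 488/Em 500-530, Acumen) marks blocked Vif-driven A3G degradation.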
# D1 antagonist = human D1 dopamine receptor antagonism; hit rate 3.2% among 360,000; P21728; activity change, negative = inhibition, % at 10 µM; HEK293 TREx D1 cells, calcium flux, dopamine EC80; stronger effect = lower value; AID 504652; in the data active = activity change below about -30%; also: % is scaled to controls: 0 for no effect and ±100 for the full control effect
#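 Calcium flux readout: force-coupled, inducible Hek293 Trex D1 line, cells induced overnight at 30 C with tetracycline, dye-loaded 30–90 min at RT. Antagonism scored against EC80 dopamine challenge given 180 s after compound.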
# D1 PAM = potentiators of human D1 dopamine receptor. P21728. HEK293 TREx D1 cells, calcium flux, dopamine EC20 potentiation. potentiation, % at 10 µM. hit rate 0.036% among 360,000. AID 504651; in the data active = potentiation above about 30%; also: 0% is about no effect
# * = called active by the depositor; u = inconclusive; x = not tested or not shown; & = joins results of further samples. Unless noted, calls follow the shape of the dose curve; as a rule, active = well fitted curve in the direction sought with a large enough effect; inconclusive = small, poorly fitted or top-dose-only effect, or another doubt; inactive = no such curve, though single readings can be large; an effect the other way counts as inactive or inconclusive.
SMILES,Vif-APOBEC3F blk,RXFP1 ag,LDHA block,D1 ag,GRP78 ERSR act,D2 PAM,Vif-APOBEC3G blk,D1 antagonist,D1 PAM
CCOC(=O)NC(=O)C(=CNc1ccc(C)cc1)C(=O)NC(=O)OCC,-3%,-0.1%,-2,1,1%,5,-1%,2,-3
Nc1nc(CN2CCN(c3ccccn3)CC2)nc(Nc2ccc(F)cc2)n1,-6%,0.8%,1,0,-4%,-24,1%,-12,-5
CC1CCCN(CC(O)COCC2COc3ccccc3O2)C1 (stereo not given),2%,-0.1%,-7,0,-5%,-7,1%,-1,0
C=C1c2cccc(OC)c2O[C@H](C(=O)OCC)[C@@H]1CC(CC)CCCC (stereo not given in full),u,x,5,x,-2%&7%,x,0%,x,x
CCOc1cc(CNCCSc2nnnn2C)cc(Br)c1OCc1ccccc1,-2%,0.0%,-2,20,1%,1,5%,-16,-1
COC(=O)C1(C(F)(F)F)N=C2Sc3ccccc3N2C(N2CCOCC2)=N1 (stereo not given),-2%,2.3%,-2,-2,-2%,-5,-5%,11,3
COc1cccc(N=Nc2ccc3cccnc3c2O)c1,-1%,-2.1%,4,6,-4%,4,-5%,-15,4
CCc1c(C(=O)N/N=C/c2ccsc2)csc1C,0%,3.8%,-6,2,0%,-12,-9%,-7,-4
O=C(Cc1ccccc1Cl)Nc1cccc(S(=O)(=O)N2CCCCCC2)c1,1%,-0.8%,-6,4,-1%,28,-5%,1,2
COc1ccc(NC(=O)CSc2nnc(Cn3c(=O)sc4ccccc43)n2C)cc1OC,2%,-3.7%,4,1,-4%,-1,-4%,2,2
CN(C)c1ccc(NC(=O)CC2NCCNC2=O)cc1 (stereo not given),-11%,-1.7%,-5,2,2%,13,-2%,-5,-5
Cc1ccnc(NC(=O)C2CCN(S(=O)(=O)c3ccc(C)c(C)c3)CC2)c1,1%,0.3%,-3,1,0%,11,1%,12,-5
O=C(CSCc1cccc(Cl)c1)N/N=C/c1ccc(OCC(=O)N2CCCCC2)cc1,-3%,0.8%,0,x,-2%,x,1%,x,x
CCc1nnc(NS(=O)(=O)c2ccc(NC(=S)NC(=O)/C=C/c3ccc([N+](=O)[O-])cc3)cc2)s1,6%,0.7%,-2,1,-2%,-5,1%,9,-4
COc1ccc(NC(=O)CCC(=O)c2cccs2)cc1S(=O)(=O)Nc1ccccc1Cl,-1%,3.5%,-9,12,-3%,-1,2%,-20,-5
CCCOc1ccc(C(=O)Nc2ccc(S(=O)(=O)Nc3onc(C)c3C)cc2)cc1,7%,4.7%,-7,1,-1%,x,-2%,7,-2
CC1(C)SC[C@H](C(=O)Nc2cccc(Cl)c2)N1C=O,-2%,0.3%,0,4,-3%,1,-5%,7,4
COc1cc(-c2noc(C)c2/C=C/c2ccc(N)cc2)cc(OC)c1OC,-10%,1.5%,3,-2,-1%&1%,1,u,6,-9
COCCCn1c(C)nnc1SCC(=O)Nc1ccc(C(C)=O)cc1,8%,0.5%,-5,6,-1%,3,-1%,2,6
O=C1COc2ccc(C(=O)COC(=O)CCOc3ccccc3)cc2N1,1%,x,-8,x,-4%,x,-1%,x,x
CN(C)c1ccc(CN2CCC(C(N)=O)CC2)cc1,2%,0.8%,-9,2,0%,6,5%,-1,2
O=S(=O)(Nc1nc2ccccc2nc1Nc1ccc2c(c1)OCO2)c1ccccc1,4%,0.5%,-3,6,-5%,-1,0%,6,4
CN(C)S(=O)(=O)c1cccc(NC(=O)COC(=O)CCSc2ccc(Cl)cc2)c1,4%,-0.1%,-3,11,-2%,-13,0%,-25,7
CCCCNC(=O)CN1C(=O)c2c(c3ccccc3n2C)C1c1ccc(OC)cc1 (stereo not given),-5%,2.9%,2,1,-4%,x,0%,0,-2
O=C1CCCC2=C1C1(CCCC1)N=C(Nc1nc3ccccc3s1)N2,-8%,7.5%,3,2,-5%,12,1%,3,2
COc1ccc(NC(=O)CN(C)C(=O)c2c(C)nn(Cc3ccccc3)c2C)cc1,-7%,2.8%,-4,1,-2%,-13,-3%,11,-10
CCOC(=O)C1CCN(S(=O)(=O)c2ccc3c4c2CC(=O)N4CC(C)S3)CC1 (stereo not given),-4%,-1.3%,9,4,-2%,11,1%,-14,-10
CC(C)(C)c1ccc(S(=O)(=O)N2CCCCC2C(=O)NCc2ccccn2)cc1 (stereo not given),1%,-1.6%,-7,3,-6%,5,2%,2,6
COc1cc(C(=O)N2CCN(C(=O)Cc3ccccc3)CC2)cc(OC)c1OC,-12%,-0.2%,-3,1,-3%,-5,-1%,-4,-7
CCOC(=O)c1cc(-c2ccc(OC)cc2)n(CCC(=O)NC2CCN(Cc3ccccc3)CC2)c1C,7%,0.0%,-3,24,-1%,-7,-7%,20,-2
COc1ccc(CCNC(=O)CCc2c(C)c3cc4c(C)c(C)oc4cc3oc2=O)cc1OC,-15%,19%,-1,1,-2%,7,4%,-9,-1
CC1(C)Cc2c(cnn2-c2ccccc2)C(NC(=O)CCc2ccc(=O)[nH]n2)C1 (stereo not given),3%,-2.2%,-9,1,-4%,0,0%,3,6
CC1CCCC(C)N1C(=O)COC(=O)CNC(=O)c1ccccc1 (stereo not given),-5%,0.1%,-7,1,-1%,-1,0%,-1,3
Cc1nc2cc(-c3cccc(F)c3)nn2c(N2CCN(C(=O)c3ccco3)CC2)c1C,1%,7.3%,-2,1,u,2,-5%,-10,-1
CC(C)Oc1cccc(C(=O)Nc2ccc3oc(-c4cccc(Cl)c4)nc3c2)c1,2%,2.6%,-7,3,-4%,-14,-5%,-7,0
Cc1cc(NC(=O)CCN2CCN(C/C=C/c3ccccc3)CC2)ccc1Br,7%,-0.6%,-1,18,-4%,-12,-13%,-18,-18
O=C1CCCCC1Oc1ccc2ccc(=O)oc2c1 (stereo not given),-1%,-0.7%,-4,1,-6%,-4,2%,-9,2
COc1cc2c(cc1OC)C(COc1ccccc1OC)N(C(=O)C(C)C)CC2 (stereo not given),1%,2.1%,4,6,-2%,2,0%,0,-10
CC[n+]1c(/C=C2/C=C(C)CC(C)C2)sc2ccccc21 (stereo not given),6%,0.1%,1,-1,9%,-6,10%,-25,-6
Cc1ccc2cc(COC(=O)c3ccco3)c(=O)[nH]c2c1,-3%,-0.1%,5&-2,-2,-4%,7,1%,x,-2
O=C(CSc1n[nH]c(-c2cccs2)n1)NC1CCS(=O)(=O)C1 (stereo not given),-18%,-0.8%,-6,3,0%,13,2%,-22,-4
Cc1ccccc1NC(=O)Cc1nc(COC(=O)c2ncc(Cl)c(Cl)c2Cl)cs1,7%,x,-2,x,-2%,x,-1%,x,x
CN(Cc1ccc(F)cc1)C(=O)c1sccc1-c1ccccc1,1%,22%,2,1,-3%,x,0%,-18,-8
O=C(Nc1ccc(Cl)cc1Cl)C1CCCO1 (stereo not given),-7%,0.5%,-1,1,3%,-9,1%,5,0
COCC1CCN(C(=O)c2cc(COc3ccc(F)cc3F)on2)C1 (stereo not given),13%,0.0%,-7,1,7%,-1,0%,11,4
CCCC1=Nc2cc(C(=O)NCCCN3CCOCC3)ccc2Sc2ccccc21,-4%,1.4%,0,2,-4%,10,2%,-1,-7
CCC(Sc1nc2nccnc2c(=O)n1Cc1ccc(Cl)cc1)C(=O)NC1CCCCC1 (stereo not given),-1%,5.2%,-11,0,-1%,4,-8%,9,0
O=C(NCc1cccnc1)c1nc(-c2ccccc2)n(-c2ccccc2)n1,-4%,-0.2%,-4,2,-4%,2,0%,6,-2
CCCCCc1nnc(NS(C)(=O)=O)s1,-13%,1.9%,-11,1,-4%,8,1%,-14,1
Cc1cccn2cc(-c3ccc(F)cc3)cc12,3%,-0.3%,-2,1,1%,13,-1%,0,0
CCc1ccc(CNC(=O)c2nn(-c3ccc(OC)c(Cl)c3)c(=O)c3c2c2ccccc2n3C)cc1,-3%,15%,-6,0,-4%,6,1%,-17,7
Cc1cc(N2CCCC2)ccc1NC(=O)COc1ccccc1,u,-0.4%,8,2,2%,8,-3%,3,-3
CCOC(=O)c1ccc(N2CSC3=C(C#N)C(c4cccs4)CC(=O)N3C2)cc1 (stereo not given),-3%,12%,4,2,-4%,2,-1%,-10,-10
Cc1ccc(-c2nnc(N3CCOCC3)c3ccccc23)cc1S(=O)(=O)NCc1cccnc1,-23%,2.3%,2,1,-1%,8,2%,-7,11
COc1ccc(/C=C/C(=O)OCC(=O)NCCCc2ccccc2)cc1OC,0%,x,-3,x,2%,x,-6%,x,x
O=C1c2nc3cc(-c4ccccc4)[nH]n3c(=O)c2CN1Cc1ccccc1,-1%,-0.6%,-1,0,-1%,4,0%,-1,2
Cc1ccc(C(=O)C[n+]2ccc(Cc3ccccc3)cc2)cc1,1%,2.4%,1,3,-5%,8,1%,32,3
COc1ccc(CNC(=O)CCNS(=O)(=O)c2ccc3c(c2)CCCC(=O)N3)cc1,7%,-3.5%,-5,1,-3%,4,0%,4,5
O=C(COC(=O)c1cccnc1Cl)NC(=O)c1ccc(OC(F)F)cc1,-13%,x,-9,x,4%,x,0%,x,x
COc1ccc(C(=O)OCc2nc(N)nc(Nc3ccccc3C)n2)cc1OC,14%,0.5%,-1,8,1%,11,-5%,-1,3

# Three of the entries above in order of their number in D2 PAM, largest number first.
Compound,D2 PAM
CCCCCc1nnc(NS(C)(=O)=O)s1,8
COc1ccc(NC(=O)CSc2nnc(Cn3c(=O)sc4ccccc43)n2C)cc1OC,-1
Nc1nc(CN2CCN(c3ccccn3)CC2)nc(Nc2ccc(F)cc2)n1,-24

# This is a subset; rates above refer to the full screens.
